D2 antag: antagonists of human D2 dopamine receptor. inhibition, % at 10 µM. actives 2% (n = 340,000). AID 485344. HEK293 TREx D2 cells, calcium flux, dopamine EC80; in the data active means inhibition above about 30%; further: 0% is about no effect
Target sequence (P14416 whole entry, looked up): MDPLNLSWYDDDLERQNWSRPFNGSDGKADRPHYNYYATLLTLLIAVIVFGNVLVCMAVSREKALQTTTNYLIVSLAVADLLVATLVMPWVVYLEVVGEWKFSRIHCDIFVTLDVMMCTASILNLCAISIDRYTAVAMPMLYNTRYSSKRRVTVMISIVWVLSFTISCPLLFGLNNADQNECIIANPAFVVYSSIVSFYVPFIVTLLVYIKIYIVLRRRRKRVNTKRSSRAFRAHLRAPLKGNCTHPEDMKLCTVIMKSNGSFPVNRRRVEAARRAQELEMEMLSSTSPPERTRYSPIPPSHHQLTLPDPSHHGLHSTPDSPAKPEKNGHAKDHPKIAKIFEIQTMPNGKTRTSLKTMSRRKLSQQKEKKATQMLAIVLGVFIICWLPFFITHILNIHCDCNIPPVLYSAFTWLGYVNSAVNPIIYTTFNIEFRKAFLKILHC
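Dopamine at EC80 is the agonist stimulus; test compounds precede it by 180 s. Calcium flux read kinetically in a force-coupled, inducible HEK293 T-REx D2 cell line.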
D1 antagonist: antagonists of human D1 dopamine receptor. P21728. HEK293 TREx D1 cells, calcium flux, dopamine EC80; hits give low values. activity change, negative = inhibition, % at 10 µM. actives 3.2% (n = 360,000). AID 504652; in the data active means activity change below about -30%; further: on the % scale 0 is the no-effect control and ±100 the full control effect
Target sequence (P21728 whole entry, looked up): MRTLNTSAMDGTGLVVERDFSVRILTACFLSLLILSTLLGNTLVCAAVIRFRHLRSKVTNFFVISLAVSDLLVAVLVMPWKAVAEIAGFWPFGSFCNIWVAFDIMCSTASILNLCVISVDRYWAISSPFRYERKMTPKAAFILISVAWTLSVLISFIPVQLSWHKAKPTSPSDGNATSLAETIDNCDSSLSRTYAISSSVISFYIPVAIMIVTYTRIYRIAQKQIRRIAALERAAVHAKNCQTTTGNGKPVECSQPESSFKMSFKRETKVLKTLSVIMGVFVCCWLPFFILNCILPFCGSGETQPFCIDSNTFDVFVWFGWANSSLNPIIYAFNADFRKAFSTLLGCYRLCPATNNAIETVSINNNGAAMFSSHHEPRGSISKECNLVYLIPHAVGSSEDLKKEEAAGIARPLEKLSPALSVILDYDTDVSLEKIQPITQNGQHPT
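After overnight tetracycline induction at 30 C, force-coupled D1 HEK293 cells took up a no-wash calcium dye at room temperature. Compounds were added and monitored 180 s, and the response to EC80 dopamine was then recorded.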
D1 PAM: human D1 dopamine receptor positive modulation. P21728. HEK293 TREx D1 cells, calcium flux, dopamine EC20 potentiation. potentiation, % at 10 µM. actives 0.036% (n = 360,000); in the data active means potentiation above about 30%; further: 0% is about no effect
TRHR agonist: agonists of human TRH receptor | actives 0.18% (n = 360,000) | P34981 | AID 493084 | activation, % at 2 µM | TRHR cells, calcium flux fluo-8, FDSS agonist mode; further: 0% is about no effect
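In this calcium-flux screen, cells bearing human TRHR are dye-loaded with fluo-8, baselined for 10 cycles, then exposed to library compounds; positive kinetic calcium responses during the agonist phase mark hits, with TRH as control.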
RXFP1 antagonist: antagonists of human relaxin receptor RXFP1 | Q9HBX9 | HEK293-RXFP1, relaxin-stimulated cAMP HTRF, 30 min; hits give low values | activity change, negative = inhibition, % at 57.5 µM | actives 0.59% (n = 350,000);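 active means activity change of -60% or lower, but not beyond a set lower limit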; further: on the % scale 0 is the no-effect control and ±100 the full control effect
D1 ag: human D1 receptor agonism | HEK293 T-REx D1 cells, calcium flux, agonist mode | P21728 | AID 504660 | actives 1% (n = 360,000) | activation, % at 2 µM; further: 0% is about no effect
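Tetracycline-induced HEK293 TREx D1 cells, force-coupled to calcium signalling, were dye-loaded with a no-wash calcium kit. Compound was pin-added after a 10 s baseline. Fluorescence was read kinetically at 1 cycle/s for 180 s, with calcium rises flagged as agonism.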
TRHR PAM: allosteric enhancers of human TRH receptor; AID 493056; actives 0.66% (n = 360,000); TRHR cells, fluo-8 calcium fluorescence, EC20 TRH enhancement; enhancement, % at 2 µM; in the data active means enhancement above about 30%; further: 0% is about no effect
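TRHR-expressing cells loaded with fluo-8 calcium dye were read kinetically (ex 480/em 530) during compound addition, then stimulated with an EC20 of TRH (10 nM final). Enhancement of the Gq-mediated intracellular calcium response was scored.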
D2 agonist: D2 dopamine receptor (human) agonism; P14416; HEK293 T-REx D2 cells, calcium flux agonist mode; activation, % at 2 µM; actives 0.53% (n = 340,000);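 active means activation over 3 SD above normal in the single-dose calcium agonist read, cut at about 30% in these data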; further: 0% is about no effect
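In this primary screen, compounds producing a positive calcium signal within 180 s of addition to tetracycline-induced, force-coupled HEK293 Trex D2 cells are flagged; cells are dye-loaded with a no-wash calcium kit beforehand.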
D2 potentiator: positive allosteric modulators of human D2 dopamine receptor; potentiation, % at 10 µM; HEK293 T-REx D2, calcium flux, EC20 dopamine potentiation; P14416; actives 0.34% (n = 340,000);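 active means potentiation over 3 SD above the plate norm, cut at about 30% in these data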; further: 0% is about no effect
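Using a no-wash calcium dye in inducible, force-coupled HEK293 Trex cells expressing D2, we tracked fluorescence each second for 180 s after compound, then for 180 s after EC20 dopamine to detect augmented signalling.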
* = called active by the depositor; nt = no result given; & = joins results of further samples. Unless noted, no stated cut-off is given here; in the data, active means activation above about 30%; inactive means the rest.

SMILES	D2 antag	D1 antagonist	D1 PAM	TRHR agonist	RXFP1 antagonist	D1 ag	TRHR PAM	D2 agonist	D2 potentiator
CN1CCN(c2nc(N3CCN(CCO)CC3)nc3ccccc23)CC1	-5.6	1.0	-0.8	-0.1	-17.8	0.1	5.7	0.4	-6.7
Cc1sc2c(c1C)c(=O)n(-c1ccccc1)c(=O)n2CC(=O)NCC1CCCO1 (stereo not drawn)	10.8	3.0	-3.5	-0.1	-3.5	1.1	7.5	0.4	1.7
N#Cc1c(Nc2cccc(F)c2)sc(C(=O)c2ccc(Cl)cc2)c1N	nt	7.6	-3.1	-0.3	nt	-0.7	-12.8	-0.4	-8.7
CC(=O)c1ccc(NC(=O)c2cc(-c3ccc4c(c3)OCO4)on2)cc1	nt	-5.3	2.2	0.5	-1.0	-0.6	11.1	0.9	13.3
COC(=O)c1ccn(CSc2c(F)c(F)cc(F)c2F)n1	-8.6	7.2	-3.7	-0.2	-4.2	0.4	-3.6	0.7	5.1
O=C(CNC(=S)N(Cc1ccccc1)Cc1cccnc1)N1CCOCC1	-7.7	22.7	-11.6	0.6	1.2	1.8	-0.6	0.4	2.8
COc1cccc(NC(=O)C(Cc2ccccc2)n2cccc2)c1 (stereo not drawn)	-0.1	5.2	-7.0	0.1	-13.8	3.9	0.2	-0.5	-11.5
CC1=C(C(=O)Nc2ccccc2C(=O)NC2CCC(C)CC2)SCCO1 (stereo not drawn)	nt	11.6	0.7	0.3	11.0	13.5	-2.8	nt	nt
Cc1cc(C)nc(SC2c3cccc4cccc(c34)C2NS(=O)(=O)c2ccccc2)n1 (stereo not drawn)	-3.1	-9.4	-1.6	-0.6	-17.5	3.7	-0.1	-0.2	1.9
COc1ccccc1CNCC(=O)NCc1ccc(C)cc1	52.4*	4.2	-4.2	-0.2	3.0	4.2	-1.6	0.3	-26.2
CCOc1ccc(NC(=O)CCCOc2cc(=O)n(C)c3ccccc23)cc1	-3.8	-4.1&1.7	1.9&-2.2	0.2&-0.7	-6.1&-8.4	1.8&0.3	-5.1&6.4	-1.0&1.2	2.9&20.1
O=C(CO/N=C/c1ccccc1OC(F)F)N1CCc2ccccc21	0.2	11.7	2.2	0.5	-3.5	1.4	4.6	1.0	14.5
CCC1(c2ccc(F)cc2)NC(=O)N(CC(=O)NCc2ccc(C)cc2)C1=O (stereo not drawn)	10.0	-12.3	-5.2	0.0	-2.0	-0.4	-4.0	2.4	1.0
CCOC(=O)C1CCCN(Cc2cc(OC)c(O)c(OC)c2)C1 (stereo not drawn)	14.3	-17.2	0.1	0.0	-9.9	-2.6	2.1	0.0	-13.1
CCCCOCCCn1c(-c2ccco2)nc2nc3ccccc3nc21	-2.2	8.9	0.4	-0.5	13.8	0.7	5.1	-0.5	10.2
CCOC(=O)c1c(C)[nH]c(C)c1S(=O)(=O)N(C)CC(=O)Nc1cc(C)ccc1OC	-4.4	-40.1*	-7.1	-0.6	9.0	0.3	-1.9	0.3	12.9
Cc1ccc2oc3c(c(=O)c2c1)C(c1ccc(O)cc1)N(CCCN(C)C)C3=O (stereo not drawn)	nt	-0.9	-0.2	-0.1	nt	1.5	7.5	-0.1	-2.9
COc1ccc(NC(=O)Cn2cnc3ccc(S(=O)(=O)N4CCC(C)CC4)cc3c2=O)c(OC)c1	nt	-7.9	-0.6	-3.0	nt	1.2	-4.3	-0.8	-0.3
O=C(CCNC(=O)Cn1cnc2ccccc2c1=O)NCCC1=CCCCC1	9.3	2.7	1.7	0.0	-5.7	1.7	-15.9	-0.6	-12.8
O=C(NCCn1cccn1)c1ccc(OC2CCN(CCc3ccccc3)CC2)cc1	4.2	-5.3	-6.8	1.1	-4.1	1.8	-4.0	0.4	-4.0
CCN(Cc1cc2cc(C)ccc2[nH]c1=O)C(=O)c1cccc(OC)c1	-13.7	-24.0	-5.7	0.3	1.0	1.6	-0.1	-0.8	4.1
Cn1c(O)c(N=NC(=O)c2cc(-c3cccs3)nc3ccccc23)c2ccccc21	6.0	9.2	2.6	0.4	-2.1	1.0	-2.9	-0.6	16.8
NS(=O)(=O)c1ccc(CCNC(=O)C(=O)NCC2OCCN2C(=O)c2ccc3c(c2)OCO3)cc1 (stereo not drawn)	-8.5	10.7	0.3	-0.2	-9.8	1.7	2.4	0.4	11.9
CCCCCCOC(=O)/C=C/c1c(C)[nH]c(=O)[nH]c1=O	25.7	4.0	-4.1	-0.4	-6.9	2.9	-1.5	-1.3	4.5
CC(C)CC(OC(=O)CC1Sc2ccccc2NC1=O)C(=O)NC1CCCC1 (stereo not drawn)	-1.0	3.6	1.9	0.0	0.3	0.7	0.1	-0.6	7.6
COc1cc(OC)cc(C(=O)NCC(=O)NCCN2C(=O)S/C(=C\c3ccccc3Cl)C2=O)c1	-21.3	3.7	-1.7	0.0	-1.8	2.0	4.7	3.1	-11.3
O=C(CN1C(=O)c2cccnc2Oc2ccc(Cl)cc21)NC1CCCC1	1.8	2.3	-4.9	0.2	9.8	4.4	-6.1	-1.6	0.5
CCc1nn2c(=O)cc(N3CCN(c4cc(C)nc5ccccc45)CC3)nc2s1	13.8	-7.2	-2.3	0.1	nt	2.4	-3.9	-0.3	1.3
Cc1ccc(-c2noc(CCC(=O)Nc3ccccc3C)n2)cc1	2.1	0.2	0.7	0.2	10.2	2.2	-2.0	0.2	-5.4
CC(C)(C)c1csc(NC(=O)C2COc3ccccc3O2)n1 (stereo not drawn)	2.5	-22.4	-3.0	0.6	-17.7	5.3	-2.0	-0.9	-4.2
Cc1ccc(OCC(=O)Nc2ccc(Cl)c(-c3nc4ncccc4o3)c2)c(C)c1	nt	-5.5	0.9	1.3	-30.4	7.0	-5.5	0.1	0.1
COc1cc(/C=C2/NC(=O)N(CC(=O)Nc3ccc(C)cc3)C2=O)ccc1Oc1ccc([N+](=O)[O-])cn1	12.4	4.8	-2.8	0.3	-4.7	3.1	0.1	0.7	13.7
CC(C)(C)c1cc(C(=O)N/N=C/c2ccccn2)n[nH]1	13.7	1.3	0.5	0.9	-4.9	1.7	3.6	0.3	4.5
O=C(Nc1ccc(F)cc1)c1ccc(Cn2cnnn2)cc1	-3.9	-14.9	-3.5	0.1	-2.5	4.1	-5.5	1.2	1.0
C=CCn1c(-c2cc3cccc(OC)c3o2)n[nH]c1=S	10.0	-6.2	-1.6	-0.2	-30.0	1.4	-5.0	0.0	5.8
Cn1c(=O)[nH]c(=O)c2c1nc(Br)n2CCSc1nc2ccccc2o1	8.2	-5.1	0.7	0.0	12.6	5.8	1.1	0.7	-12.5
Nn1c(SCC(=O)Nc2ccc(S(=O)(=O)N3CCCC3)cc2)nnc1C(F)(F)F	-5.9	7.8	-0.8	1.7	6.2	1.0	-4.0	1.3	nt
Cc1cc(C)nc(-n2nc(C)c3c2N(Cc2ccccc2C)C(=O)CC3c2ccc(Cl)cc2)n1 (stereo not drawn)	nt	-3.2	0.5	0.2	-6.7	-2.3	3.5	4.9	13.3
CSc1ccccc1NC(=O)Nc1ccccc1Cl	20.4	-10.4	-7.7	-0.6	-8.1	0.3	-9.3	-1.8	-3.6
COC(=O)C(C#N)C(=C1C(=O)CC(C)(C)CC1=O)c1ccc(O)cc1 (stereo not drawn)	4.8	-6.6	0.6	0.6	0.7	1.7	-1.9	0.4	-3.8

For reference, part of the list above.
SMILES	D2 antag	D1 antagonist	D1 PAM	TRHR agonist	RXFP1 antagonist	D1 ag	TRHR PAM	D2 agonist	D2 potentiator
CSc1ccccc1NC(=O)Nc1ccccc1Cl	20.4	-10.4	-7.7	-0.6	-8.1	0.3	-9.3	-1.8	-3.6
COC(=O)C(C#N)C(=C1C(=O)CC(C)(C)CC1=O)c1ccc(O)cc1 (stereo not drawn)	4.8	-6.6	0.6	0.6	0.7	1.7	-1.9	0.4	-3.8

Looked up above:
TRHR agonist, `Nn1c(SCC(=O)Nc2ccc(S(=O)(=O)N3CCCC3)cc2)nnc1C(F)(F)F` stands at 1.7
D1 antagonist, `NS(=O)(=O)c1ccc(CCNC(=O)C(=O)NCC2OCCN2C(=O)c2ccc3c(c2)OCO3)cc1` (stereo not drawn) stands at 10.7
D2 antag, `O=C(Nc1ccc(F)cc1)c1ccc(Cn2cnnn2)cc1` stands at -3.9
D1 antagonist, `CCc1nn2c(=O)cc(N3CCN(c4cc(C)nc5ccccc45)CC3)nc2s1` stands at -7.2

Additional entries.
SMILES	D2 antag	D1 antagonist	D1 PAM	TRHR agonist	RXFP1 antagonist	D1 ag	TRHR PAM	D2 agonist	D2 potentiator
Cc1ccc(S(=O)(=O)c2cc(C)cc(S(=O)(=O)Nc3ccc(C(=O)O)cc3)c2C)cc1	-9.9	-9.0	-3.0	0.1	-5.8	2.7	2.0	-1.3	-6.4
CCCOc1ccc(/C=C2\SC(N)=NC2=O)cc1OC	65.7*	-42.4*	-13.9	0.1	-6.3	0.2	-20.1	-0.8	-10.2
O=C(Cc1ccccc1Cl)NCCCn1ccnc1	-5.1	3.2	-3.0	-1.0	nt	-0.2	4.9	0.9	4.4
CC(C)Cn1c(-c2ccc(C#N)cc2)nc2c1c(=O)[nH]c(=O)n2CC(C)C	7.1	4.0	7.3	-0.9	-1.2	0.2	-5.9	-0.7	-1.0
CC(CC(=O)Nc1cc([N+](=O)[O-])ccc1Cl)c1ccccc1 (stereo not drawn)	-9.8	12.2	-5.9	-0.7	7.1	6.8	-3.8	-1.2	2.8
CCCCn1c(SCC(=O)c2ccc3c(c2)NC(=O)CO3)nc2cc(S(N)(=O)=O)ccc21	2.8	1.5	0.1	-0.1	-4.2	3.9	-1.5	0.2	9.5
Cc1cc(C(=O)COc2ccccc2[N+](=O)[O-])c(C)n1C1CC1	nt	-2.5	3.4	-1.1	-0.8	5.2	-3.0	nt	nt
CN1CCN(CC(=O)Nc2ccccc2[N+](=O)[O-])CC1	-5.9	-9.3	-8.0	0.7	17.7	3.8	3.5	1.3	-3.9
CCc1ccc(NC(=O)C(=O)NCCc2sc3nc(-c4ccc(OC)cc4)nn3c2C)cc1	nt	nt	-2.1	0.5	4.5	5.1	3.1	-0.2	-8.9
Cc1ccc(S(=O)(=O)N2CC=C(C(=O)NC3CCCC3)CC2)cc1	nt	5.2	-5.4	-0.2	7.0	0.7	-0.9	nt	nt
CC1CCN(S(=O)(=O)c2ccc3c(c2)CCN3C(=O)Nc2ccc(Br)cc2)CC1	nt	-18.6	0.3	1.6	-4.3	2.7	1.9	-0.3	-2.2
Cc1cccc(NC(=O)CSCc2nc3c(nnn3Cc3ccc(F)cc3)c(=O)[nH]2)c1C	10.9	-14.3	0.0	-0.5	-7.7	2.1	9.8	0.6	-0.4
COCCn1nnnc1CN1CCOCC1	nt	-5.7	-4.0	0.9	-1.0	2.5	20.1	nt	nt
COc1ccc(C(=O)N2CCc3cc(OC)c(OC)cc3C2COc2ccccc2OC)cc1 (stereo not drawn)	nt	-17.7	-2.5	-0.1	nt	5.0	5.7	nt	14.0
CCN(CC)c1ccc(NC(=O)COc2ccc(C)cc2)cc1	-3.5	-0.1	-2.3	-0.7	27.7	-0.1	2.6	-0.1	7.5
Cc1ccc(NC2CCCN(C(=O)c3cnsn3)C2)cc1C (stereo not drawn)	-14.9	-2.7	-2.6	-0.4	7.7	2.1	1.6	-0.1	-1.0
Cc1ccccc1CSCC(=O)N/N=C/c1cccs1	-5.7	-41.3*	-8.2	0.0	-1.9	5.9	-2.0	0.1	-0.1

Screening data deposited in PubChem BioAssay by National Center for Advancing Translational Sciences (NCATS).
